TRPV1 ag: human TRPV1 agonism; Q8NER1; TRPV1-expressing cells, Fluo-8 calcium influx, agonist mode; activation, % at 8.33 µM; 320,000 compounds, 0.19% hits; in the data active = activation above about 80%; inconclusive = between about 30% and that limit; note: 0% is about no effect
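Fluo-8 calcium influx in TRPV1-expressing cells, kinetic read (ex 480/em 520 nm). Compound added and read 3 min for agonist activity, followed by capsaicin at EC20 final and 2 min further read for enhancement.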
FLuc counter: counter-screen for miR-21 project: firefly luciferase inhibitors or activators; AID 588342; purified FLuc, Km substrates, luminescence inhibition; P08659; 360,000 compounds, 6.9% hits; Potency, µM (highest dose often 57.5 µM), inactives show at the top dose activity change, negative = inhibition, hits mostly inhibitors;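 note: potency is the fitted concentration of half-maximal effect; plate controls were vehicle for no effect and reference inhibitor for full effect; nearly all actives have a fitted effect of over 55% in size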
Target sequence (P08659 whole entry, looked up): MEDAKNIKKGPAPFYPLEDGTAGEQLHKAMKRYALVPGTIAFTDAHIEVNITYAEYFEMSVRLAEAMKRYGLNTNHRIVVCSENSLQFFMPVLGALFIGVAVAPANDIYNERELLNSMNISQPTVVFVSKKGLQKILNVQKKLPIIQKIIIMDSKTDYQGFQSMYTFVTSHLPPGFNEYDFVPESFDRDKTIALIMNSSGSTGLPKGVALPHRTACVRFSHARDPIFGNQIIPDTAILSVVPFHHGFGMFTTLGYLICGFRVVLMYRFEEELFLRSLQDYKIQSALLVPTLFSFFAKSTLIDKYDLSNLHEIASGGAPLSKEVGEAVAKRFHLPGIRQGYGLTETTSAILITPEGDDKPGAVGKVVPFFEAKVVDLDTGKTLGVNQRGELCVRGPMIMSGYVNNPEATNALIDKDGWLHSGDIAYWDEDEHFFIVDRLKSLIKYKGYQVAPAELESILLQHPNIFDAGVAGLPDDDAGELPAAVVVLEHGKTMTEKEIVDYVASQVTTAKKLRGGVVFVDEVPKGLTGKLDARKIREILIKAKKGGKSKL
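Purified P. pyralis luciferase, 10 nM final, with Km-level 10 uM D-luciferin and 10 uM ATP in 50 mM Tris acetate pH 7.5, 10 mM Mg acetate, 0.01% Tween-20, 0.05% BSA; 6-point qHTS titration about 60 µM downward; luminescence read.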
p53 reactivation: re-activators of mutant p53; H1299 p53-A138V BP100-luciferase reporter, luminescence, 24 h; 320,000 compounds, 0.063% hits; Potency, µM (doses to about 92.2 µM), without a hit: at the top dose activity change, positive = activation, usual class: activators; note: potency is the fitted concentration of half-maximal effect; % of control where 0% means no effect; nearly all actives have a fitted effect of over 45% in size
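H1299 (p53-null), stable ts p53-A138V + BP100-Luc; 1000 cells/well, Opti-MEM/10% FBS; cpd 4 pt, 1:5; 24 h, 37 deg C, 5% CO2; detection reagent 10 min RT; luminescence.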
BRCA1 expr act: BRCA1 expression activation; 380,000 compounds, 1.1% hits; MCF7-BRCA1-FFLuc reporter, luminescence, 48 h; response scale: scaled: vehicle 0%, 10 µM genistein 100%; Potency, µM (titrated, usually from 46.1 µM), inactives show at the top dose activation, usual class: activators; note: potency is the fitted concentration of half-maximal effect; nearly all actives have a fitted effect of over 80% in size; some results filed as inactive show a strong effect at the top dose
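Luminescence from a BRCA1-driven firefly luciferase in MCF7 cells was the read-out, taken 15 min after substrate addition following 48 h compound exposure at 37 °C. Data were normalized to a 10 microM genistein control and DMSO vehicle.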
ELG1 genotoxic: induces genotoxicity in HEK293T cells with luciferase-tagged ELG1; HEK293T ELG1-luciferase reporter, luminescence, 16 h; 330,000 compounds, 1.3% hits; Potency, µM (titrated, usually from 46 µM), without a hit: at the top dose activity change, positive = activation, usual class: activators; AID 504466; note: potency is the fitted concentration of half-maximal effect; % of control where 0% means no effect; nearly all actives have a fitted effect of over 60% in size
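ELG1-luciferase HEK293T cells, 2,000/well; compound pinned in; 16 hr, 37 °C, 5% CO2; ONE-Glo, 30 min RT; luminescence on CCD imager.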
ELG1 repair inh: ELG1-dependent DNA repair inhibition; HEK293T ELG1-luciferase reporter, luminescence, 16 h; DNA damage induced by 5-fluorouridine; Potency, µM (series often up to 46.1 µM), for inactives: top-dose activity change, negative = inhibition, most hits filed as inhibitors; 330,000 compounds, 2.3% hits; AID 504467; note: potency is the fitted concentration of half-maximal effect; % is set by controls: 0 for no effect and ±100 for the full control effect; nearly all actives have a fitted effect of over 55% in size
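Reporter activity after DNA damage by 5-fluorouridine is monitored. Compound-treated cells incubate 16 hr at 37 °C, then ONE-Glo is added for 30 min before luminescence reading.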
Tb PFK block: inhibitors of T. brucei phosphofructokinase; 330,000 compounds, 0.17% hits; T. brucei PFK, ADP-Glo luminescence; AID 485367; Potency, µM (doses to about 57.5 µM), for the others: at the highest dose activity, negative = inhibition, most hits filed as inhibitors;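 note: potency is the fitted concentration of half-maximal effect; 0% = uninhibited 1x PFK enzyme wells and -100% = no-enzyme wells; nearly all actives have a fitted effect of over 60% in size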
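PFK 1.25 nM, F6P 0.5 mM, ATP 0.1 mM, 0.1 M TEA pH 8.0, 5 mM MgCl2, 0.01% Tween20, 0.1% BSA; 45 min RT. ADP-Glo readout. qHTS titration up to 57 uM; curves fitted, compounds curve-classed.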
RORgamma inh: inhibitors of mouse ROR gamma transcriptional activity; P51450; Drosophila S2 Gal4-RORgamma UAS-luciferase reporter, 20 h; Potency, µM (series often up to 53.6 µM), for the others: top-dose activity change, negative = inhibition, most hits filed as inhibitors; 310,000 compounds, 5.4% hits; AID 2551; note: potency is the fitted concentration of half-maximal effect; % is set by controls: 0 for no effect and ±100 for the full control effect; nearly all actives have a fitted effect of over 60% in size
Target sequence (P51450 whole entry, looked up, the tested form may be a part): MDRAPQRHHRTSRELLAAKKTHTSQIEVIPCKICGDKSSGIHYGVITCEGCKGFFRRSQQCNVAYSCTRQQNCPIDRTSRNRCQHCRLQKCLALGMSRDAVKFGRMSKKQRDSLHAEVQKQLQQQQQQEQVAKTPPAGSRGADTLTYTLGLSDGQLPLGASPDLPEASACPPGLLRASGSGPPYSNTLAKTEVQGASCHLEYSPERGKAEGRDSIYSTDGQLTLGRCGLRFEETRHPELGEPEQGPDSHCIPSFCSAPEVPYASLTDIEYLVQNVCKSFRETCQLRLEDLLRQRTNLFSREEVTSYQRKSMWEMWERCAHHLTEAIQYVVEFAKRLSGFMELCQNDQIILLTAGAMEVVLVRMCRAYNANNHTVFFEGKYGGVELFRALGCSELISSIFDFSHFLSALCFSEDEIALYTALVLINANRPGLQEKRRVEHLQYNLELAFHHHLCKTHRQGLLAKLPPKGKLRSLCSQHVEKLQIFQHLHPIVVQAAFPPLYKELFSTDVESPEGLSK
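Schneider cells (Drosophila), stable Gal4 DBD–ROR gamma + UAS-luc; 1 hr cmpd preincubation; Cu2+ induction 700 uM final; 20 hr ambient; luminescence.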
Rab9 promoter act: activates the Rab9 promoter; 320,000 compounds, 2.8% hits; Potency, µM (titrated, usually from 9.22 µM), inactives show at the highest dose activation, negative = inhibition, most hits filed as activators; Huh7 Rab9 promoter-luciferase reporter, luminescence, 24 h; AID 485297; note: potency is the fitted concentration of half-maximal effect; % of control where 0% means no effect; nearly all actives have a fitted effect of over 60% in size
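Using Huh7 cells stably transfected with Rab9 promoter–luciferase, compounds were incubated 24 h at 37 °C, 5% CO2; luciferase luminescence was read 10 min after reagent addition.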
NPC1 prom act: NPC1 promoter activation; Potency, µM (top dose mostly 9.22 µM), for inactives: at the highest dose activation, actives largely listed as activators; 320,000 compounds, 2.4% hits; Huh7 NPC1 promoter luciferase reporter, 24 h; AID 485313;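 note: potency is the fitted concentration of half-maximal effect; % of control where 0% means no effect; nearly all actives have a fitted effect of over 60% in size; reporter is driven by a mutant NPC1 promoter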
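NPC1 promoter–luciferase Huh7 cells; 24 h compound; luminescence.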
VP16 counter: inhibits Gal4-VP16 luciferase reporter, ROR gamma counter-screen; Drosophila S2 Gal4-VP16 UAS-luciferase, luminescence, 20 h; AID 2546; Potency, µM (doses to about 53.6 µM), inactives show at the top dose activity, negative = inhibition, actives largely listed as inhibitors; 310,000 compounds, 3.5% hits;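 note: Gal4-VP16 expression switched on by copper sulfate through the metallothionein promoter; potency is the fitted concentration of half-maximal effect; % is set by controls: 0 for no effect and ±100 for the full control effect; nearly all actives have a fitted effect of over 50% in size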
Active calls of the source: *; u = inconclusive; x = not tested or not shown; [ ] = another dose, or the depositor's remark. Unless noted, calls come from the whole dose curve; as a rule, active = well fitted curve in the direction sought with a large enough effect; inconclusive = small, poorly fitted or top-dose-only effect, or another doubt; inactive = no such curve, though single readings can be large; an effect the other way counts as inactive or inconclusive.

SMILES,TRPV1 ag,FLuc counter,p53 reactivation,BRCA1 expr act,ELG1 genotoxic,ELG1 repair inh,Tb PFK block,RORgamma inh,Rab9 promoter act,NPC1 prom act,VP16 counter
O=C1c2ccccc2[C@@H]2C[C@H]3O[C@H]3CCN12,x,x,-6%,15%,13%,17%,-8%,x,x,x,x
O=C(COC(=O)/C=C/c1cccc(Br)c1)NCCc1ccccc1,-3,0%,0%,0%,5%,0%,-5%,x,0%,-1%,x
O=C(O)C1CCCCC1C(=O)Nc1ccc(S(=O)(=O)N2CCCC2)cc1 (centres undefined),-4,1%,4%,-4%,-1%,6%,-5%,-4%,1%,-4%,-2%
Cc1cccc(Nc2nnc(SC3CCOC3=O)s2)c1C (centres undefined),11,u,18%,0%,0%,4%,1%,34%,3%,-4%,-11%
O=C(NN1C(=O)NC2(CCCCC2)C1=O)c1cc2ccccc2o1,1,0%,-4%,1%,0%,25%,-6%,x,14%,3%,x
COc1ccc(CCCc2n[nH]c(=S)o2)c(C)c1,-5,u,-1%,0%,-1%,6%,0%,u,-6%,-5%,u
COc1ccc(Nc2cc(=O)n(C3CCCCC3)c(=O)[nH]2)c(OC)c1,-6,3%,-3%,-32%,-7%,-17%,3%,21%,0%,-5%,3%
CC1(C)CC(=O)C2=C(C1)Nc1cc(C(=O)c3ccccc3)ccc1NC2c1ccccn1 (centres undefined),1,6%,-11%,-2%,0%,-18%,0%,u,-4%,-3%,u
CCOc1ccc(N(CC(=O)NC2CCCCC2)C(=O)CCCC(=O)Nc2ccccn2)cc1,-4,2%,-5%,-5%,-2%,-1%,-1%,2%,-6%,0%,-15%
COc1ccc(NC(=O)C(C)N2C(=O)C3CC=C(Cl)CC3C2=O)cc1 (centres undefined),3,1%,2%,0%,3%,-1%,3%,-4%,-3%,-2%,1%
CCCCCC(=O)Nc1cc(S(=O)(=O)N2CCOCC2)ccc1N1CCCC1,10,0%,x,-16%,-1%,6%,-4%,x,0%,0%,x
c1ccc(Cc2nc3ccccc3[nH]2)cc1,3,-3%,x,15%,0%,6%,-6%,-21%,-3%,1%,2%

Next section
SMILES,TRPV1 ag,FLuc counter,p53 reactivation,BRCA1 expr act,ELG1 genotoxic,ELG1 repair inh,Tb PFK block,RORgamma inh,Rab9 promoter act,NPC1 prom act,VP16 counter
Nc1nnnn1/N=C/c1cccc(OCc2ccccc2Cl)c1,-3,-5%,0%,-4%,15%,u,-2%,u,-1%,1%,u
O=S(=O)(Nc1ccc2ccccc2c1)c1ccccc1,-1,-2%,u,-34%,8%,11%,0%,15%,-4%,-3%,-3%
O=C(Nc1cccc(C(F)(F)F)c1)NC1CCCCC1,u,u,8%,2%,-22%,-6%,1%,44%,26%,10%,-7%
OCC[C@H]1C[C@@H](O)[C@H](O)[C@@]2(Cc3ccccc3CCO2)O1,0,1%,0%,-6%,3%,4%,-8%,x,2%,0%,x
CC(C)OC(=O)CSc1nnc(-c2ccccn2)n1C,1,-1%,u,25%,6%,16%,2%,-22%,14%,0%,6%
CC(C)(C)N=C1NN=C(c2cc3ccccc3o2)CS1,-1,1.9µM*,u,u,u,u,-5%,6.3µM*,0.4µM*,0.63µM*,u
CC(=O)NC(NC(=S)Nc1cccc(Br)c1)C(Cl)(Cl)Cl (centres undefined),3,0%,4%,-19%,-8%,u,-7%,8%,-4%,-2%,-1%
CC(C)OCCCn1c(=N)c(C(N)=S)cc2c(=O)n3ccccc3nc21,2,3%,-1%,-2%,-7%,-27%,-24%,-21%,-3%,-3%,5%
CNc1nc(-c2ccc(OC)cc2)c(-c2ccc(OC)cc2)s1,18,-7%,-5%,0%,-5%,u,-3%,u,0%,1%,0%
COC(=O)C(Cc1cccc(C)n1)(c1ccccc1)c1ccccc1,u,-1%,-9%,-22%,-4%,-9%,-1%,-38%,-2%,-2%,-2%
CCOC(=O)N1CCC(NC(=O)c2ccc3c(Cl)c4c(nc3c2)CCCC4)CC1,1,-2%,4%,-3%,-4%,u,16%,41%,-4%,-3%,1%
CCOc1ccccc1CNC(=O)c1ccc(NC(=O)C2=CSCCO2)cc1,29,u,4%,23%,4%,9%,2%,u,4%,10%,23%

(cont.)
SMILES,TRPV1 ag,FLuc counter,p53 reactivation,BRCA1 expr act,ELG1 genotoxic,ELG1 repair inh,Tb PFK block,RORgamma inh,Rab9 promoter act,NPC1 prom act,VP16 counter
NC(=S)NN=C1c2cc(S(=O)(=O)N3CCOCC3)ccc2-c2ccc(S(=O)(=O)N3CCOCC3)cc21,5,4%,-5%,-15%,-2%,u,1%,-14%[10 µM],-4%,-4%,-17%
N#CCO/N=C(\c1ccccc1)c1ccncc1,0,7%,-3%,-22%,-3%,-3%,0%,30%,-10%,-5%,-25%
Nc1ccc2ncccc2c1N,3,u,8%,6%,-1%,10µM*,u,u,1%,3%,-10%
O=c1c2ccccc2nc2ccc(NCc3cccs3)nn12,-6,8.5µM*,29%,11µM*,-20%,u,2%,15%,1.6µM*,3.5µM*,-2%
CCSc1ccccc1C(=O)NCc1ccc2c(c1)OCO2,0,-7%,-7%,2%,-2%,-5%,-1%,23%,-6%,6%,-13%
Cc1ccc(-c2nc(CS(=O)(=O)CC(=O)N3CC(C)CC(C)C3)c(C)o2)cc1 (centres undefined),-8,0%,-5%,-3%,u,u,1%,u,1%,0%,-19%
CC(=O)NC(Cc1ccccc1F)C(=O)NC1CCN(S(=O)(=O)c2ccccc2)CC1 (centres undefined),2,-2%,1%,-10%,3%,-2%,2%,-15%,1%,4%,-5%
CCOc1ccc(Nc2nc(N(C)c3ccccc3)nc(N)c2[N+](=O)[O-])cc1,1,0%,-1%,-26%,9%,3%,1%,-45%,-1%,-2%,u
C#CCOCCOCCOCCNc1nc(N2CCN(C(=O)C([C@@H](C)O)n3cc([C@@H](N)CCCCN)nn3)CC2)nc(N2CCN(C(=O)[C@H](CCCCN)n3cc([C@@H](N)[C@H](C)CC)nn3)CC2)n1 (some centres undefined),x,x,-4%,22%,4%,11%,23%,x,x,x,x
Cc1ccc(N(C(=O)Cc2c[nH]c3ccccc23)C(C(=O)NC2CCCCC2)c2ccco2)cc1 (centres undefined),8,4%,-1%,-75%,-9%,u,-10%,u,0%,-2%,-17%
CC(=O)NC(Cc1ccc(F)cc1)C(=O)NC1CCN(c2ncccc2[N+](=O)[O-])CC1 (centres undefined),3,1%,3%,-21%,8%,5%,2%,16%,3%,-3%,6%
CCOC(=O)Cn1c(=O)oc2cc(S(=O)(=O)NC3CCCc4ccccc43)ccc21 (centres undefined),13,1%,-14%,1%,2%,15%,-1%,5%,-11%,-3%,8%

The results go on.
SMILES,TRPV1 ag,FLuc counter,p53 reactivation,BRCA1 expr act,ELG1 genotoxic,ELG1 repair inh,Tb PFK block,RORgamma inh,Rab9 promoter act,NPC1 prom act,VP16 counter
O=C(C(Cc1ccccc1)NS(=O)(=O)c1cccc2cccnc12)N1CCc2ccccc21 (centres undefined),7,6%,0%,-8%,-15%,-6%,-7%,10%,-5%,-5%,0%
O=S(=O)(c1ccccc1)N1CCN(C2CCCCCCC2)CC1,4,-3%,-26%,2%,-2%,-16%,-1%,13µM*,-4%,1%,-3%
Cn1ccs/c1=N\C(=O)Nc1ccccc1,u,11µM*,5%,u,u,u,-3%,-41%,3.2µM*,2.5µM*,-17%
COC(=O)[C@]1(CC(C)C)N[C@H](c2ccc(-c3ccc(F)cc3)cc2)[C@@H]2C(=O)N(C)C(=O)[C@@H]21,1,-2%,4%,-9%,-7%,-17%,0%,x,-6%,-3%,x
O=C(N/N=C/c1ccc(O)cc1)c1[nH]c2ccc(Br)cc2c1-c1ccccc1,u,-2%,8%,-57%,12%,-3%,-1%,3%,-25%,-12%,u
Cc1ccc(-c2c(C(=O)N/N=C/c3sccc3C)nnn2-c2nonc2N)cc1,1,-1%,-1%,-41%,-2%,u,0%,4.5µM*,-9%,0%,5.6µM*
Cc1ccc(/C=C/C(=O)N2CCN(S(=O)(=O)c3cccs3)CC2)o1,4,-15%,-6%,2%,1%,1%,u,22%,-4%,1%,2%

Single values from above.
`O=C(O)C1CCCCC1C(=O)Nc1ccc(S(=O)(=O)N2CCCC2)cc1` (centres undefined) @ FLuc counter = 1%
`CCCCCC(=O)Nc1cc(S(=O)(=O)N2CCOCC2)ccc1N1CCCC1` @ TRPV1 ag = 10

Assay outcomes from PubChem BioAssay.

Outcome played no part in choosing rows; about 15% have a hit in one of these screens.
